Keap1-Nrf2 PPI: Keap1-Nrf2 (human) interaction inhibition. inhibition, % at 9.4 µM. Keap1 Kelch-Nrf2 peptide fluorescence polarization, 1536-well. hit rate 0.15% among 340,000. Q14145; in the data active = inhibition above about 12%;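 also: human Keap1 Kelch domain with fluorescein labeled Nrf2 9mer peptide probe; 0% = neutral control wells and 100% = peptide positive control; higher means more block of Keap1 binding to Nrf2 peptide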
Target sequence (Q14145 whole entry, looked up, the tested form may be a part): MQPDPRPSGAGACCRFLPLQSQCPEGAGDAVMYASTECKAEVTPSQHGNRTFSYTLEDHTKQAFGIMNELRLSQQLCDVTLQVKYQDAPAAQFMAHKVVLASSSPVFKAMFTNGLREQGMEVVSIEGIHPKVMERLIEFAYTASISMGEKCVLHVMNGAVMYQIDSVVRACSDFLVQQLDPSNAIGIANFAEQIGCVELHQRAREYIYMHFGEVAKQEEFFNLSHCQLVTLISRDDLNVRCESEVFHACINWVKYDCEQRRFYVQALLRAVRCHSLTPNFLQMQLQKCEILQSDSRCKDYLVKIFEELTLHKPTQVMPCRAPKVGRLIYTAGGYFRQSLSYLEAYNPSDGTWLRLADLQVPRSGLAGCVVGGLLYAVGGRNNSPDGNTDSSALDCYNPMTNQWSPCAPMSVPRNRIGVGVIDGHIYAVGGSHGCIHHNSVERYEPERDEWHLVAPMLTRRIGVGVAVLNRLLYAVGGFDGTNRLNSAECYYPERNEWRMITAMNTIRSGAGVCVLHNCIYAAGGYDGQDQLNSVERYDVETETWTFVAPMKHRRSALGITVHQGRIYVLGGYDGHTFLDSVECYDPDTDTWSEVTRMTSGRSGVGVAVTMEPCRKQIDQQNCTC
Cardiac RTF inh: cardiac RTF calcium desensitization. inhibition, % at 7.15 µM. hit rate 0.12% among 340,000. IANBD-labeled cardiac RTF, Ca2+ fluorescence. AID 493244;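 active = inhibition above the mean inhibition of all tested compounds plus 3 SD, cut at about 17% in these data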;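 also: assay run at fixed EC70 calcium of 1.6 mM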
CAL-PDZ inh HTS: CAL PDZ (human) peptide binding inhibition | Q9HD26 | purified CAL PDZ, TMR-peptide fluorescence polarization, 1 h | inhibition, % at 24.9 µM | hit rate 0.92% among 300,000 | AID 602252;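 active = mean inhibition of at least 30% with at least half of replicates also reaching 30%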;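 also: 0% = DMSO neutral control and 100% = excess unlabeled competitor peptide PRC23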
C-LANA FP: inhibitors of KSHV LANA C-terminal domain DNA binding; MBP-C-LANA/FAM-LBS DNA binding, fluorescence polarization; inhibition, % at 9 µM; hit rate 0.078% among 340,000;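 active = highest replicate inhibition at or above 60% at 9 µM, even if other replicates fall short; inactive = all replicates below 60% inhibition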;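 also: 0% = neutral control wells and 100% = 4 µM acridine orange control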
MOR-DOR ag: OPRM1-OPRD1 heterodimerization agonism. P35372+P41143. cells, luminescence. activation, % at 9.3 µM. hit rate 0.3% among 340,000. AID 504326; in the data active = activation above about 18%;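 also: 0% = vehicle-treated cells and 100% = reference agonist; values of inactives mirror those of a sister screen read the other way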
HTR5A inv ag: counter-screen for OPRM1-OPRD1 inverse agonists: human HTR5A inverse agonism | HTR5A cell line, luminescence | inhibition, % at 9.3 µM | P47898 | AID 504634 | hit rate 0.083% among 340,000; in the data active = inhibition mostly above about 23%, no sharp cut-off; inactive = mostly below about 18%;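 also: 0% = cells with DMSO and 100% = no-cell wells with DMSO; some compounds called inactive have numbers as strong as hits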
Target sequence (P47898 whole entry, looked up): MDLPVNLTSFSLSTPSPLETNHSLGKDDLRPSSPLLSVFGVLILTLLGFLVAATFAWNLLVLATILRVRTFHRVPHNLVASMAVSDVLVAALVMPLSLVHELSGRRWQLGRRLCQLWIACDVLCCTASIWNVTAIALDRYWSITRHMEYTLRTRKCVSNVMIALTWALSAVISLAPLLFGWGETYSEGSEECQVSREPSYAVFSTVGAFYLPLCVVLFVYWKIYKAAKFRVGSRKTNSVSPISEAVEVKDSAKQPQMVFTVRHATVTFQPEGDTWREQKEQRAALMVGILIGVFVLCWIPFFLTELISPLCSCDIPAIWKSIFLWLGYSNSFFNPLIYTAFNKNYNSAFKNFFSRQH
cardiac RTF act: increases calcium sensitivity of human cardiac regulated thin filaments | P19429+P45379 | IANBD-labeled TnC RTF fluorescence at EC20 calcium; 0% EC20 calcium, 100% full calcium | activation, % at 7.2 µM | hit rate 0.24% among 340,000 | AID 493008;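 active = activation above the mean over all tested compounds plus 3 SD, cut at about 30% in these data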;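 also: rise in fluorescence read as greater calcium sensitivity of cardiac thin filaments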
HTR5A ag: activates human HTR5A in OPRM1-OPRD1 agonist counter-screen. activation, % at 9.3 µM. P47898. hit rate 0.61% among 340,000. HTR5A agonist assay, luminescence, cell-based; in the data active = activation mostly above about 9.5%, no sharp cut-off; inactive = mostly below about 7.6%;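 also: 0% = cells with vehicle only and 100% = reference agonist; strong numbers were not always called active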
V-ATPase pHluor: alters yeast V-ATPase proton transport; S. cerevisiae, pHLuorin cytosolic pH fluorescence; response, % at 10 µM; hit rate 0.37% among 350,000; AID 504577; in the data active = response mostly above about 7.3%, no sharp cut-off; inactive = mostly below about 5.4%; also: actives read high; inactives centre near 0; some compounds called inactive have numbers as strong as hits; reference of the scale not given here
MOR-DOR inv ag: inverse agonist of human OPRM1-OPRD1 heterodimerization | P35372+P41143 | cell-based MOR-DOR heterodimer luminescence, inverse agonism | inhibition, % at 9.3 µM | hit rate 0.21% among 340,000 | AID 504357; in the data active = inhibition above about 22%, passing the limit was not always enough;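 also: 0% = cells with DMSO and 100% = wells without cells with DMSO; values of inactives mirror those of a sister screen read the other way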
An asterisk follows results filed as active; . = not tested or not shown.

mol	Keap1-Nrf2 PPI	Cardiac RTF inh	CAL-PDZ inh HTS	C-LANA FP	MOR-DOR ag	HTR5A inv ag	cardiac RTF act	HTR5A ag	V-ATPase pHluor	MOR-DOR inv ag
CC(C)Oc1ccc(N2CC(C(=O)Nc3ccc(N4CCOCC4)cc3)CC2=O)cc1 (stereo not drawn)	-3.0	5.3	-2.2	1.3	-0.1	24.5	-0.2	1.0	-0.3	0.7
Cc1cccc(CS(=O)(=O)Cc2ccc(C(=O)NCCc3ccccc3)o2)c1	-0.2	-3.9	-5.5	-1.2	-1.3	-8.4	-6.2	2.2	-2.2	6.9
COc1ccc(CC(=O)N[C@@H]2c3ccccc3CC[C@@H]2OCc2ccccc2)cc1	-1.4	0.9	-0.3	0.9	-0.7	-6.3	-2.0	1.9	-2.1	3.4
CC1CN(C(=O)CN2C(=O)NC3(CCCCCCC3)C2=O)CC(C)O1 (stereo not drawn)	-6.3	1.9	.	1.1	-0.5	-0.3	-2.9	2.1	-2.5	2.3
C=CCSc1nc2c(c(=O)[nH]1)C(c1ccccc1)C(C#N)=C(N)O2 (stereo not drawn)	2.2	-1.8	-3.1	0.8	-2.6	-18.8	-3.9	-1.4	2.6	13.4
Cc1ccc(NC(=O)COc2coc(CN3CCc4ccccc4C3)cc2=O)c(C)c1	-2.6	-10.2	.	1.2	-0.2	-8.2	5.4	1.7	-1.2	1.3
CCOCC(=O)NCc1ccc2c(c1)OCO2	-5.9	0.3	1.9	-0.8	-0.9	6.7	-5.3	6.6	5.3	4.3
Cc1cc(NC(=O)CSc2nc(-c3ccc(Br)cc3)nc3c2c(=O)n(C)c(=O)n3C)no1	-1.5	-2.6	-3.4	-0.8	-1.9	-2.0	-5.4	0.6	2.1	10.7
O=C(c1ccc(COc2ccc(Cl)cc2)o1)N1CCN(Cc2ccc3c(c2)OCO3)CC1	-1.0	-0.3	-2.8	0.5	2.0	16.6	3.5	6.7	1.6	-11.5
CSc1nc(C(=O)N2CCCC(Nc3ccc(C)c(C)c3)C2)cs1 (stereo not drawn)	-1.3	-5.6	.	-0.3	3.8	1.1	-0.7	2.5	1.1	-20.3
COC(=O)CON1C(=O)c2ccccc2C1=O	-0.4	-2.0	-5.2	1.0	3.2	8.4	11.8	-3.6	-1.1	-19.1
O=C(CN(C1CCCCC1)S(=O)(=O)c1ccc(F)cc1)Nc1ccc2c(c1)OCO2	0.5	-5.0	-3.0	-0.7	2.2	11.8	-0.6	-3.9	-4.3	-11.1
COc1ccc(C2Nc3ccccc3C(=O)N2O)cc1CN1CCOCC1 (stereo not drawn)	-2.2	1.9	-0.7	-0.3	-2.7	4.4	1.9	2.0	-4.8	13.8
CC(=O)Nc1cccc(C(=O)OC(C)C(=O)NC(=O)NC2CCCCC2)c1 (stereo not drawn)	2.7	-5.6	-2.9	-1.6	-1.4	-11.4	-4.7	4.2	11.3*	7.2
COC(=O)c1[nH]c2ccc(C)cc2c1NC(=O)CN1CCC(C)CC1	-0.4	1.1	0.1	-1.9	1.3	-0.6	2.8	6.0	3.8	-7.8

mol	Keap1-Nrf2 PPI	Cardiac RTF inh	CAL-PDZ inh HTS	C-LANA FP	MOR-DOR ag	HTR5A inv ag	cardiac RTF act	HTR5A ag	V-ATPase pHluor	MOR-DOR inv ag
CCC(Nc1nc(-c2ccccc2)nc2ccccc12)C(=O)O (stereo not drawn)	-1.0	-6.2	-6.8	1.8	-2.0	-2.4	-3.0	1.8	1.6	11.2
Cc1ccc(CNC(=O)Cn2c(=O)n(CC(=O)N3CCCCC3)c(=O)c3sccc32)cc1	-4.1	-6.1	-5.2	-0.5	-2.3	-6.6	-1.2	1.6	0.1	12.0
Cc1cccc(CCNC(=O)c2cccc3c2C(=O)N(C2CCCCC2)C3)c1	6.1	0.1	-6.6	1.2	0.9	-6.2	-0.5	1.5	0.2	-4.7
C=CCSc1nnc(NC(=O)C2=COCCO2)s1	-3.1	-3.5	-4.1	0.4	-1.7	-9.1	-3.5	6.1	-2.1	9.0
COc1ccc(NCN2C(=O)C3C4C=CC(C4)C3C2=O)cc1 (stereo not drawn)	-4.9	-5.7	-1.8	-0.9	-3.1	-12.1	-3.0	-2.9	-0.5	14.7
O=c1c2ccccc2nnn1CSc1nc2sc3c(c2c(=O)n1CC1CCCO1)CCC3 (stereo not drawn)	-1.4	-12.2	-12.6	3.0	-0.1	-11.3	-2.8	4.8	-1.1	0.4
COc1cc2ccccc2cc1C(=O)Nc1ccccc1N1CCN(S(C)(=O)=O)CC1	-1.8	3.3	-8.0	4.9	-1.6	5.9	-4.1	-2.3	-4.0	7.8
COc1ccccc1NC(=O)CCNS(=O)(=O)c1ccc2[nH]c(=O)oc2c1	-2.6	5.3	0.2	0.8	0.1	-5.7	-4.3	1.4	-0.9	-0.2
CCOC(=O)CSc1ccc2nnc(CCNS(=O)(=O)c3ccc(C)cc3)n2n1	-1.7	1.8	1.6	0.7	-1.1	14.0	3.4	2.7	2.1	5.9
COc1ccc(N2CCN(C(=O)C3CCN(S(=O)(=O)c4ccc5c(c4)oc(=O)n5C)CC3)CC2)cc1	-0.3	7.0	-1.6	-1.7	-1.5	20.6	0.1	-5.1	3.3	7.8
CC(c1ccon1)N(C)Cc1cn(C)nc1-c1ccc2c(c1)OCCO2 (stereo not drawn)	-0.9	-9.5	11.5	-1.0	-2.2	-9.6	1.0	6.2	1.7	11.1
CC1CCC(NC(=O)C2CCC(CNc3c(N4CCCCC4)c(=O)c3=O)CC2)CC1 (stereo not drawn)	3.3	1.2	-0.8	-0.1	-3.0	-10.6	-1.3	3.6	-1.7	15.0
CN1CCN(C(=O)c2ccc(C(F)(F)F)cc2)CC1	-3.8	1.1	.	-1.1	-1.3	-7.3	0.0	3.3	-1.0	7.0
CC(NC(=O)COC(=O)c1ccco1)c1ccccc1 (stereo not drawn)	-2.9	3.2	3.4	0.3	-1.6	-36.1	-0.6	-0.9	-6.2	9.3
Cn1c(=O)c2c(nc(Oc3cccc(Br)c3)n2C)n(C)c1=O	-0.9	-1.1	-4.3	0.6	-1.2	5.9	-5.5	-1.7	1.9	6.1

mol	Keap1-Nrf2 PPI	Cardiac RTF inh	CAL-PDZ inh HTS	C-LANA FP	MOR-DOR ag	HTR5A inv ag	cardiac RTF act	HTR5A ag	V-ATPase pHluor	MOR-DOR inv ag
Cc1noc(C)c1CSc1nnc2ccccn12	-6.1	-0.6	-3.0	-0.7	-1.1	1.7	4.0	-3.0	-10.9	5.6
COc1ccccc1N1CCN(S(=O)(=O)CCNC(=O)C2CCCCC2)CC1	-3.7	-3.1	-0.5	0.4	-0.5	-31.4	-15.1	2.4	-3.5	2.9
CCOC(=O)C1CCCN(c2c(C(=O)c3ccccc3)cnc3ccccc23)C1 (stereo not drawn)	1.2	12.6	-6.1	0.3	-1.5	21.2	-2.3	-3.1	-0.6	7.4
Cc1cc(NC(=O)c2ccc(N3C(=O)C4C5C=CC(C5)C4C3=O)cc2)no1 (stereo not drawn)	-6.2	8.7	3.6	1.1	0.2	2.9	-5.0	-1.1	0.8	-1.4
Cn1c(=O)n(CC(=O)O)c(=O)c2c1nc1n2CCCN1CCc1ccccc1	-0.4	-2.7	-2.8	-2.3	-1.8	-3.7	1.0	1.1	-2.8	8.5
O=C(Nc1cccc2ccccc12)c1cnsn1	0.3	1.6	4.1	0.5	0.3	-10.6	1.9	4.0	-1.8	-2.5
CCCN1CCc2c(sc(NC(=O)C3CCN(S(=O)(=O)c4cccs4)CC3)c2C(N)=O)C1	5.5	6.4	3.9	0.2	-0.5	-9.3	-4.9	2.8	5.3	3.1
Cc1cc(=O)oc(C)c1C(=O)OCC(=O)c1ccc(Br)cc1	0.6	2.9	-2.8	-0.9	-1.5	-13.6	-4.0	5.6	-2.5	7.5
CCN(CC)S(=O)(=O)c1ccc(NC(=O)Cc2cccs2)cc1	5.3	-6.8	-1.8	0.2	-2.6	-4.7	5.3	1.8	0.9	12.9
CC(=O)Nc1ccc(SC[C@H](CC(C)C)N2CCN(CCc3ccccc3)CCC2=O)cc1	-0.1	5.5	-5.4	0.6	-0.2	-15.0	-2.0	5.1	1.1	1.2
Cc1ccccc1-n1c(C)nnc1SCC(=O)NNC(=O)c1ccccc1	5.8	-4.8	-4.5	-0.2	-2.6	-0.2	-3.1	0.3	-4.6	12.7
COc1ccccc1N(C)S(=O)(=O)c1ccc(Cl)c(C(=O)NCC2(N(C)C)CCCCC2)c1	0.5	0.8	1.7	-0.2	-0.7	8.1	-1.2	-3.0	0.8	4.2
O=S1(=O)CCOC[C@H](CC2CCCCC2)N1Cc1ccccc1Br	-4.7	-2.1	-2.1	-1.3	5.2	3.0	12.8	-1.9	1.4	-29.2
COc1ccc(CCNC(=O)COC(=O)C2CC2C)cc1 (stereo not drawn)	-4.7	-9.7	2.7	1.2	-2.0	0.3	0.3	8.6	-0.2	7.3
COc1ccc(OC)c(C2C(C(=O)c3ccco3)=C(O)C(=O)N2CC2CCCO2)c1 (stereo not drawn)	1.6	-11.6	-11.3	1.0	-1.8	-31.3	-3.3	1.8	-1.4	9.7
O=C(NCC(=O)N1CCN(S(=O)(=O)c2ccc3c(c2)OCCO3)CC1)c1ccccc1F	2.1	-8.3	3.1	0.2	0.2	-15.8	7.0	2.3	10.2	-0.8
COc1cc2c(cc1O)[C@@H]1Cc3cc(OC)c(OC)cc3C(C2)N1C	-3.8	-18.1	1.1	-0.7	-1.7	-17.1	4.8	1.7	-0.6	9.4

2 records picked at random from those above:
mol	Keap1-Nrf2 PPI	Cardiac RTF inh	CAL-PDZ inh HTS	C-LANA FP	MOR-DOR ag	HTR5A inv ag	cardiac RTF act	HTR5A ag	V-ATPase pHluor	MOR-DOR inv ag
O=C(NCC(=O)N1CCN(S(=O)(=O)c2ccc3c(c2)OCCO3)CC1)c1ccccc1F	2.1	-8.3	3.1	0.2	0.2	-15.8	7.0	2.3	10.2	-0.8
CCN(CC)S(=O)(=O)c1ccc(NC(=O)Cc2cccs2)cc1	5.3	-6.8	-1.8	0.2	-2.6	-4.7	5.3	1.8	0.9	12.9

Screening results (PubChem)
